Compound activity as filed in PubChem BioAssay.
Nrf2 ARE act – Nrf2 pathway activation; 0.31% of 410,000 active; AID 624171; Potency, µM (doses to about 46.1 µM), for inactives: at the top dose activation, hits mostly activators; AREc32 ARE-luciferase reporter (MCF7-derived line), luminescence, 24 h; further: potency means the concentration at half of the fitted maximal effect; % of control where 0% means no effect; nearly all actives have a fitted effect of over 65% in size
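For detection, Steady-Glo was added and plates sat 30 min at RT; before that, AREc32_Fluc cells grown overnight in OPTI-MEM/5% FBS had been treated with 23 nL compound for 24 hr at 37 deg C.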
ATXN2 expr inh – inhibitors of ATXN2 expression; HEK-293 ATXN2-luciferase reporter, luminescence, 24 h; Potency, µM (top dose mostly 57 µM), without a hit: at the highest dose activity change, negative = inhibition, actives largely listed as inhibitors; 0.72% of 360,000 active; AID 1745845; further: potency means the concentration at half of the fitted maximal effect; on the % scale 0 is the no-effect control and ±100 the full control effect; nearly all actives have a fitted effect of over 55% in size
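ATXN2-luciferase reporter cells (luciferase flanked by upstream and downstream ATXN2 gene portions) were treated 24 h at 37 °C with compounds at up to 57 uM. SteadyGlo luminescence gave expression; GF-AFC fluorescence gave viability.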
Nrf2 block – Nrf2 pathway inhibition. 2.1% of 360,000 active. AID 504444. Potency, µM (doses to about 46 µM), for inactives: at the highest dose activity change, negative = inhibition, usual class: inhibitors. A549 ARE-Fluc reporter, luciferase luminescence, 18-24 h; further: potency means the concentration at half of the fitted maximal effect; on the % scale 0 is the no-effect control and ±100 the full control effect; nearly all actives have a fitted effect of over 60% in size
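Cells were seeded and rested 2 h, then exposed to compounds for 18-24 h. CellTiter-Fluor was read first as a viability measure. BugLite was added 15 min before the final luminescent read of ARE-luciferase activity in A549 cells.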
IL-1B inflam inh – inflammasome signaling inhibition, IL-1 beta readout; THP-1 LPS/ATP IL-1B secretion, AlphaLISA, 16 h; active compounds read low; 4.7% of 360,000 active; activity change, % at 57.5 µM; in the data active means activity change below about -50%; inconclusive means mostly about -30% to -49%; further: on the % scale 0 is the no-effect control and ±100 the full control effect
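Secreted IL-1B measured by AlphaLISA bead assay after 16 h compound exposure of THP-1 cells; compounds (final up to 57.5 uM) added 1 h before LPS (250 ng/mL) and ATP (1.25 mM) stimulation; lower signal means less secretion.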
MCF10A rerep – inducers of DNA re-replication in MCF 10A breast cells; MCF 10A DNA re-replication, Hoechst nuclear intensity, 48 h; Potency, µM (titrated, usually from 46.1 µM), without a hit: top-dose activity, positive = re-replication, usual class: activators; 2.9% of 350,000 active; further: potency means the concentration at half of the fitted maximal effect; % of control where 0% means no effect; nearly all actives have a fitted effect of over 50% in size
A549 viability – counter-screen for Nrf2 inhibitors: cytotoxicity in A549 cells; A549 ARE-Fluc cells, CellTiter-Fluor viability, 18-24 h; 0.16% of 390,000 active; Potency, µM (doses to about 46 µM), for the others: at the top dose activity change, negative = cytotoxicity, most hits filed as inhibitors; AID 504648; further: potency means the concentration at half of the fitted maximal effect; on the % scale 0 is the no-effect control and ±100 the full control effect
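A549 ARE_Fluc cells in 5% FBS OPTI-MEM were exposed to compounds in concentration-response for 18-24 h at 37 deg C. Viability was read by CellTiter-Fluor fluorescence (Ex 405/Em 525) after 30 min, before the luciferase read.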
S2 tox – cell viability loss in ATXN counter-screen | Potency, µM (titrated, usually from 56.7 µM), usual class: cytotoxic | S2 cells (HEK-293 line with an ATXN2-luciferase reporter) viability, CellTiter-Fluor protease fluorescence, 24 h | 0.49% of 400,000 active; further: potency means the concentration at half of the fitted maximal effect; nearly all actives have a fitted effect of over 40% in size
TGFb inhibitor – inhibitors of TGF-b signaling; 1.2% of 410,000 active; HepG2 CAGA-GFP TGF-b/SMAD3 reporter, GFP fluorescence, 18 h; TGF-beta stimulated, 500 pg/mL final; Potency, µM (series often up to 46.1 µM), for inactives: at the top dose activity, negative = inhibition, actives largely listed as inhibitors; further: potency means the concentration at half of the fitted maximal effect; on the % scale 0 is the no-effect control and ±100 the full control effect; nearly all actives have a fitted effect of over 65% in size
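HEPG2 CAGA-GFP reporter cells (1000/well, DMEM with 1% FBS) received compounds, then recombinant TGF-beta at 500 pg/mL final for 18 hours at 37 degrees C. Per-cell GFP summed per well was normalised to unstimulated and stimulated DMSO controls before curve fitting.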
HepG2 tox – counter-screen for TGF-b inhibitors: cytotoxicity in HepG2 cells. HepG2 CAGA-GFP viability, ATP luminescence, 18 h. Potency, µM (highest dose often 46.1 µM), for inactives: top-dose activity change, negative = cytotoxicity, usual class: cytotoxic. 0.76% of 410,000 active. AID 588856; further: potency means the concentration at half of the fitted maximal effect; some results filed as inactive show a strong effect at the top dose
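HepG2 CAGA-GFP cells (1000/well, DMEM with 1% FBS) received compound, then TGF-beta at 500 pg/mL final, and were incubated 18 hours at 37 degrees C. Viability was read by CellTiter-Glo luminescence. Media-only wells were set as complete cell-killing and DMSO as no toxicity.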
* = called active by the depositor; i = inactive; ? = inconclusive; · = not tested or not shown; ! = repeats disagree; [ ] = dose if it differs, or a comment. Unless noted, the call rests on the fitted dose curve; in most records, active means well fitted curve in the direction sought with a large enough effect; inconclusive means small, poorly fitted or top-dose-only effect, or another doubt; inactive means no such curve, though single readings can be large; an effect the other way counts as inactive or inconclusive.

structure	Nrf2 ARE act	ATXN2 expr inh	Nrf2 block	IL-1B inflam inh	MCF10A rerep	A549 viability	S2 tox	TGFb inhibitor	HepG2 tox
O=C(O)CC/C(=C\c1ccc(N2CCCC2)c([N+](=O)[O-])c1)c1nc2ccccc2s1	0.0%	-15.4%	4.3%	9.1	-9.6%	-25.4%	?	7.5%	-4.3%
CC1C/C(=N/Nc2nc3ccccc3[nH]2)CC(C)(C)C1 (stereo unspecified)	0.2%	-18.5%	4.0%	-3.0	?	-2.4%	i	?	-29.9%
C=CCn1c(COc2cccc(C)c2)nnc1SC(C)C(=O)NC1CC1 (stereo unspecified)	-1.1%	-7.0%	-22.7%	9.7	3.6%	-2.8%	i	-5.5%	0.3%
COCCCNC(=O)C1CCCN(c2ncnc3onc(C)c23)C1 (stereo unspecified)	3.1%	-8.2%	?	·	·	0.3%	i	-17.1%	-2.2%
O=[N+]([O-])c1ccccc1Nc1c2ccccc2nc2ccccc12	5.8%	-8.5%[11.3 µM]	?	7.4	19.0%	-9.6%	?	-15.2%	-22.7%
COc1ccccc1NC(=O)c1ccc(NC2=NC3CS(=O)(=O)CC3S2)cc1 (stereo unspecified)	-0.4%	-20.8%	-23.2%	-6.7	5.5%	6.2%	i	7.7%	0.6%
Cn1c(=O)c2cc(S(=O)(=O)N3CCC(c4ccccc4)CC3)ccc2n(C)c1=O	0.0%	-4.9%	-6.2%	11.1	0.7%	-2.6%	i	0.9%	4.5%
Nc1nc(=S)c2[nH]cnc2[nH]1	-1.0%	3.98µM*!	?	0.0	?	-19.5%	?	?	1.41µM*
NNC(=O)c1[nH]c2ccc([N+](=O)[O-])cc2c1-c1ccccc1	-0.7%	·	?	26.4	?	-5.0%	i	3.55µM*	-23.5%
COc1ccccc1CCc1nnc(CCC(=O)N(C)Cc2cccc3ncccc23)o1	5.2%	-4.9%	?	-14.1	?	-0.8%	i	1.9%	-16.1%
COc1ccc(C2=NC(=O)/C(=C\c3cc(OC)c(OC)c(OC)c3)O2)cc1	0.1%	-2.4%	6.7%	26.8	0.8%	12.2%	i	7.7%	2.6%
CCC(CC)c1nnc(NC(=O)CSCC(=O)Nc2cc(C)on2)s1	-0.4%	-2.5%	-2.4%	18.6	-2.1%	1.2%	i	-16.1%	-14.3%

Record cards, as listed above. Screens in order: Nrf2 ARE act	ATXN2 expr inh	Nrf2 block	IL-1B inflam inh	MCF10A rerep	A549 viability	S2 tox	TGFb inhibitor	HepG2 tox
CC1C/C(=N/Nc2nc3ccccc3[nH]2)CC(C)(C)C1 (stereo unspecified) is listed as 0.2%	-18.5%	4.0%	-3.0	?	-2.4%	i	?	-29.9%
COc1ccc(C2=NC(=O)/C(=C\c3cc(OC)c(OC)c(OC)c3)O2)cc1 is listed as 0.1%	-2.4%	6.7%	26.8	0.8%	12.2%	i	7.7%	2.6%

(continued)
structure	Nrf2 ARE act	ATXN2 expr inh	Nrf2 block	IL-1B inflam inh	MCF10A rerep	A549 viability	S2 tox	TGFb inhibitor	HepG2 tox
O=S(=O)(c1ccccc1Cl)N1CCC(Cc2ccccc2)CC1	-0.8%	-16.8%	-17.4%	15.5	23.6%	10.1%	i	-22.3%	-30.4%
Cc1ccc(NC(=O)/C(C#N)=C(\N)C(Cl)(Cl)Cl)nc1	?	-15.0%	?	-100.3*	18.4µM*	-0.7%	?	?	-37.6%
Cc1cc(C)n2nc(SCc3ccccc3F)nc2n1	-0.2%	13.6%	3.2%	-20.0	7.8%	4.0%	i	17.1%	-1.2%
Cc1ccc(C2CC(c3ccco3)=NN2S(C)(=O)=O)cc1 (stereo unspecified)	2.5%	23.6%	?	-1.0	-0.6%	-1.2%	i	23.2%	4.2%
COC(=O)CNC(=O)Cn1c(=O)n(Cc2ccc(F)cc2)c(=O)c2sccc21	2.4%	-14.0%	1.9%	?	1.8%	9.3%	i	-6.3%	-21.4%
CC(C)CC(=O)Nc1ccccc1Oc1ccccc1	0.0%	6.7%	2.5%	7.3	0.8%	0.1%	i	18.2%	-6.8%
Nc1[nH]c(=O)nc2snnc12	-0.5%	5.7%	23.1%	22.6	27.3%	-0.8%	?	-14.5%	-2.4%
COc1cccc(C(=O)/C=C2\NCCc3cc(OC)c(OC)cc32)c1	3.6%	-23.4%	-11.4%	·	?	-1.1%	i	3.3%	-26.3%
CCOc1ccc(NC(=S)Nc2ccc(OC)cc2)cc1	0.4%	-14.1%[11.3 µM]	2.5%	-27.3	-4.3%	9.2%	i	?	0.3%
CC(=O)Nc1ccc(N=Cc2nc(-c3ccc(C)cc3)oc2O)cc1	-0.8%	-23.2%	4.9%	23.6	0.6%	-11.2%	i	-17.5%	-4.3%
CCOC(=O)C1=C(N)OC2=C(C(=O)CCC2)C1c1ccc2c(c1)OCO2 (stereo unspecified)	0.6%	16.6%	-7.9%	-0.1	5.1%	-9.7%	i	25.4%	14.7%
CN(C)CCCN(CCCN(C)C)C(=S)Nc1ccc(S(=O)(=O)N2CCOCC2)cc1	-0.3%	-18.9%	1.9%	-25.6	-5.1%	5.8%	i	5.5%	-8.5%
CN(CCCN(Cc1ccc(Cl)cc1)c1ccc(Br)cn1)C(=S)NCCCc1cnc[nH]1	·	·	?	·	·	-0.4%	·	?	-97.3%
COc1cccc(CNCCO)c1OCc1ccc(Cl)cc1	-0.6%	-10.7%	-4.4%	-4.4	8.1%	-0.3%	i	1.1%	-11.5%
CC(CCCC(C)(C)O)NC(=O)c1ccc(OC2CCN(C(=O)C3CC3)CC2)cc1 (stereo unspecified)	-0.2%	-5.6%	0.8%	41.5	-0.9%	6.7%	·	1.7%	-21.9%
CC1CCCN(CCC(=O)c2ccccc2)C1 (stereo unspecified)	4.6%	1.8%	-10.4%	5.7	6.4%	-1.4%	i	0.0%	-2.1%
CSCC[C@H](NC(=O)[C@@H]1Cc2ccccc2CN1)C(=O)NC[C@H]1CC[C@H](C(=O)O)CC1	-0.3%	5.8%	2.0%	16.0	-0.9%	4.7%	i	-1.1%	5.6%
CCOc1ccc(-n2c(SCC(=O)NCc3ccccc3)nc3n[nH]c(C)c3c2=N)cc1	6.0%	·	·	·	·	0.5%	·	?	9.8%
CCN(CC)S(=O)(=O)c1cc(NC(=O)Cc2ccsc2)ccc1C	-0.5%	-18.2%	?	7.7	?	-1.6%	i	-25.7%	-11.3%
COc1ccc(CNc2nc3ccccc3n2CCN2CCCCC2)cc1	2.9%	?	16.7%	?	?	-8.1%	i	-22.0%	-27.0%
FC(F)(F)c1cc(Cl)c2nnc(-c3ccccn3)n2c1	2.5%	·	?	-8.7	-3.3%	-10.5%	i	-6.3%	-7.8%
Cn1cnc([N+](=O)[O-])c1Sc1nc2ccccc2[nH]1	26.1%	?	?	-97.3*	?	-20.2%	?	-1.9%	3.3%
Cc1ccc(NC(=O)CSCC(=O)N(C)CCOc2ccc(Cl)cc2)cc1	0.2%	-0.5%	-0.1%	-0.1	3.8%	-2.9%	i	2.6%	0.9%
Cc1nc2c(C)cccc2cc1C(=O)N/N=C/c1cccnc1	3.3%	1.6%	-29.1%	-66.9*	11.7%	4.6%	i	11.9%	-27.6%
COC(=O)c1ccc(NC(=S)NCCc2ccccc2)cc1	0.1%	4.3%	?	83.3	13.5%	6.7%	i	?	-7.7%
O=C(Nc1cccc(C(F)(F)F)c1)C(Sc1n[nH]c(=O)[nH]c1=O)c1ccccc1 (stereo unspecified)	6.3%	-5.4%	-2.6%	?	3.2%	-2.2%	i	-19.1%	-4.9%
CC(CC(=O)Nc1ccccc1C(F)(F)F)c1ccccc1 (stereo unspecified)	-0.6%	-2.2%	-1.5%	-4.8	-1.0%	6.2%	i	5.8%	-27.2%
CCOc1ccc(N2CC(C(=O)N3CCc4ccccc4C3)CC2=O)cc1 (stereo unspecified)	-0.6%	-2.7%	-10.2%	1.5	6.2%	6.2%	i	5.9%	3.4%
CC(C)NC(=O)CSc1nc(N)c(-c2ccccc2)c(=O)[nH]1	0.4%	-9.2%	-4.9%	0.0	-5.9%	0.9%	i	4.6%	-9.9%
COc1ccccc1NC(=O)Cn1c(=O)n(Cc2ccco2)c(=O)c2cccnc21	1.0%	-11.9%	1.3%	·	·	9.0%	i	-1.3%	-22.1%
O=C(Cc1ccccc1)Nc1c(C(=O)c2ccccc2)oc2ccccc12	0.6%	·	?	·	·	-4.2%	·	-7.7%	-38.4%
Cn1c(=O)c(-c2ccccc2)cc2ccccc21	10.9%	18.2%	?	31.2	3.6%	1.3%	i	0.0%	-49.5%
Cn1nc(C(=O)NCc2ccccc2CN2CCCC2)c2ccccc2c1=O	0.3%	-2.2%	-19.9%	12.8	3.4%	-11.9%	i	-14.1%	-9.3%
CCCC1CCC(c2ccc(OCC)cc2)=CC1=O (stereo unspecified)	3.6%	·	-28.1%	-24.2	1.6%	3.0%	i	4.6%	-14.6%
O=C(C1CCCN(S(=O)(=O)c2cccc3nonc23)C1)N1CCN(c2cccc(C(F)(F)F)c2)CC1 (stereo unspecified)	0.4%	4.3%	?	·	·	-2.3%	i	5.4%	-4.9%
CCc1nc2scc(-c3cccs3)c2c(=O)o1	0.3%	-3.2%	10.6%	26.6	?	4.5%	i	-9.2%	8.4%
O=[N+]([O-])c1cc2no[n+]([O-])c2cc1N1CCCCC1	?	9.47µM*	10.2%	-78.4*	3.26µM*	5.2%	5.32µM*	2.82µM*	5.5%
Cc1nn(-c2ccccc2)c(C)c1C(=O)OCC(=O)Nc1ccccc1C(F)(F)F	4.7%	15.5%	10.3%	0.0	24.2%	1.7%	i	-9.3%	-15.7%
CN(CC(=O)Nc1ccccc1C(=O)NC1CC1)Cc1ccccc1F	0.2%	8.0%	-0.5%	12.3	8.5%	-1.5%	i	18.4%	0.0%
CC1(C)CC(=O)c2ccc(OCc3ccc([N+](=O)[O-])cc3)cc2O1	5.0%	50.2%[activator]	?	-18.3	3.6%	0.6%	?	7.1%	1.0%
